Source: PubChem BioAssay
RNase H inhibition = RNase H inhibition, HIV 1 Gag Pol polyprotein, FRET biochemical assay, screening (AID 372); inhibition, % at 10 µM, or IC50 in µM where a hit was titrated; 100,000 tested, 0.77% active; HIV-1 RT RNase H, FRET RNA/DNA substrate fluorescence; higher % means a stronger effect; in the data active = inhibition above about 50%
* hit, by the source's call; & = joins results of further samples.

SMILES	RNase H inhibition
CC(=O)N/C(=C\c1cccc([N+](=O)[O-])c1)C(=O)NC(C)C	7%
Oc1ccc(Br)cc1-c1nc(-c2ccccc2)c(-c2cccs2)[nH]1	9%
O=C1C=CC(=O)N1c1cc(Cl)cc(Cl)c1	16%
COc1ccc(/C=C(/NC(=O)c2ccccc2)C(=O)N/N=C(\C)c2cc(O)ccc2O)cc1OC	12%
Cn1nc(CC(=O)O)c2ccccc2c1=O	9%
CN(C)c1ccc(Nc2nc(-c3ccccn3)cs2)cc1	29%
COc1ccc(N(CC(=O)NCCc2ccc(F)cc2)S(=O)(=O)c2ccccc2)c(OC)c1	6%
COc1ccc(NC(=O)C2CC(=O)N(CCc3ccccc3)C(=Nc3ccccc3)S2)cc1 (centres undefined)	11%
CCOC(=O)C1=C(C)N=c2s/c(=C\c3cc(Br)c(O)c(OC)c3)c(=O)n2C1c1ccc(OC)cc1 (centres undefined)	3%
O=[N+]([O-])c1ccc(Nc2nc(NCCN3CCOCC3)nc(Nc3ccc(Cl)cc3)n2)cc1	46%
COc1ccc2ccccc2c1/C=C1/C(=O)NC(=O)N(c2ccc(C)cc2)C1=O	29%
O=C(CSc1nc2ccccc2s1)Nc1ncccn1	4%
CCOc1ccc(Nc2nc(-c3cccnc3)cs2)cc1	12%
CC(C)COc1ccc(C(=O)Nc2ccc(-c3nc4ncccc4o3)cc2)cc1	8%
CCC(C)(C)C1CCc2c(sc(NC(=O)c3cc(-c4ccc(OC)c(OC)c4)nc4ccccc34)c2C(=O)OC)C1 (centres undefined)	4%
C/C(=N/NC(=O)c1cc(-c2ccc3ccccc3c2)n[nH]1)c1ccc([N+](=O)[O-])cc1	47%
Cc1cc2c(cc1C)C(c1ccc(F)c(Br)c1)CC(=O)N2 (centres undefined)	42%
O=c1c2ccc3c(=O)n4c5cccc6cccc(nc4c4ccc(c2c34)c2nc3ccccc3n12)c65	9%
COc1ccc(C)cc1NC(=O)c1ccc(OC)c([N+](=O)[O-])c1	3%
O=C(O)CCN1CCn2c3c(c4cc(C5CCCCC5)ccc42)CCCC31 (centres undefined)	0%
Cc1cc(/C=C2\C(=O)NC(=O)N(C)C2=O)c(C)n1-c1cccc([N+](=O)[O-])c1	12%
COc1ccc(N(CC(=O)NC(C)(C)C)S(C)(=O)=O)cc1	38%
CCOC(=O)C1=C(C)N=c2s/c(=C/c3ccc(-c4ccc([N+](=O)[O-])cc4C)o3)c(=O)n2C1c1ccccc1OC (centres undefined)	14%
Cc1onc(-c2c(Cl)cccc2Cl)c1C(=O)N1C(C)CCCC1C (centres undefined)	7%
COc1cccc(NC(=O)c2cccc(C)c2)c1	0%
O=C1/C(=C\c2cc([N+](=O)[O-])ccc2OCc2ccccc2F)SC(=S)N1c1ccccc1	19%
CCOC(=O)C1=C(C)N=c2s/c(=C/c3ccc(-c4cc([N+](=O)[O-])ccc4Cl)o3)c(=O)n2C1c1ccccc1OC (centres undefined)	15%
CCC(=O)c1ccc(OC(=O)c2cccc(C)c2)cc1	9%
O=C(Nc1cccc(NC(=S)NC(=O)c2ccco2)c1)c1cccc(Cl)c1	8%
CC(C)(C)NC(=O)C(=O)N/N=C/c1ccccc1OCc1ccccc1	0%

Single values from above.
Entry for `CCC(=O)c1ccc(OC(=O)c2cccc(C)c2)cc1` under RNase H inhibition: 9%
Entry for `C/C(=N/NC(=O)c1cc(-c2ccc3ccccc3c2)n[nH]1)c1ccc([N+](=O)[O-])cc1` under RNase H inhibition: 47%

Further results
SMILES	RNase H inhibition
O=C(c1ccco1)N1CCN(C/C=C/c2ccccc2)CC1	9%
CCOc1ccc(C(=O)Nc2cccc(S(N)(=O)=O)c2)cc1Br	4%
CCOc1ccc(C(=O)Nc2ccc(Cl)cc2)cc1	8%
COc1cc2c(cc1OC)C(c1ccc(Cl)cc1)OC1=C2C(=O)c2ccccc21 (centres undefined)	16%
CN(C)c1cccc2c1C(=O)c1ccccc1C2=O	1%
COc1cc(OC)c(/C=C2\C(=O)NC(=O)N(c3ccc(F)cc3)C2=O)c(OC)c1	8%
CCOc1cnn(C)c(=O)c1OCC	4%
Cc1cc(Cl)ccc1NC(=O)CCC(=O)N/N=C/c1cccc(Br)c1	11%
Cc1ccccc1C(=O)Nc1ccc(Oc2ccc(NC(=O)c3ccccc3C)cc2)cc1	24%
CC(C)(C)CC(C)(C)c1ccc(OCC(=O)N/N=C/c2ccc([N+](=O)[O-])o2)c([N+](=O)[O-])c1	15%
Cc1ccc(C(=O)Nc2cccc(F)c2)cc1S(=O)(=O)N1CCOCC1	10%
CCc1ccc(OCCOc2ccc(OC)cc2)cc1	10%
S=C(SC1OCCOC1SC(=S)N1CCOCC1)N1CCOCC1 (centres undefined)	0%
COc1ccc(S(=O)(=O)N(CCc2ccccc2)CC(=O)Nc2ccccc2F)cc1	0%
CN1C(=O)CC(C(=O)O)SC1=Nc1cc(Cl)c(O)c(Cl)c1 (centres undefined)	4%
COc1ccc(CN2CCN(C(=O)c3ccc([N+](=O)[O-])cc3)CC2)cc1	8%
O=C(O)c1ccc(NC(=O)c2ccc(Cl)c([N+](=O)[O-])c2)cc1	0%
COc1ccc(C(=O)N2CCC(c3ccccc3)C2)cc1 (centres undefined)	7%
CCOC(=O)c1c(NC(=O)C23CC4CC(CC(C4)C2)C3)sc(C(C)=O)c1C	22%
COC(=O)C(C)Oc1ccc2c(c1)oc(=O)c1cc(OC)ccc12 (centres undefined)	10%
O=C1/C(=C\c2ccc(O)cc2O)SC(=S)N1c1ccccc1	19%
Cc1cc(-c2ccc([N+](=O)[O-])cc2)nc2ccc3ccccc3c12	11%&6%
Cc1nnsc1C(=O)NC(C)C12CC3CC(CC(C3)C1)C2 (centres undefined)	1%
Cc1ccc(-c2nc3cc(Cl)ccc3o2)cc1N=Cc1cc(Br)cc(Br)c1O	0%
O=C1NC(=O)N(c2ccccc2F)C(=O)/C1=C/c1ccc(-c2ccc(F)cc2)o1	28%
N#C/C(=C\c1cn(CC(N)=O)c2ccccc12)C(=O)Nc1ccccc1	5%
COc1ccc2oc(=O)c(C(=O)Nc3ccccc3)cc2c1	6%
C=C(C)CSc1nnc2n(Cc3ccccc3)c(=O)c3c4c(sc3n12)CCC4	7%
COc1ccc(OC)c(NC2=NC3(CCCC3)N=C(N)N2)c1	5%
Cc1cccc(C)c1NC(=O)C1COc2ccccc2O1 (centres undefined)	4%
O=c1ccn(Cc2ccccc2)c(=O)[nH]1	2%
Cc1c(-c2ccc(Cl)cc2)[n+](=O)c2c(n1[O-])CCC2	4%
O=C(/C(=C/c1ccccc1)c1nc2ccccc2[nH]1)c1ccccc1	6%
O=C1C(C=NCc2ccc3c(c2)OCO3)=C(O)c2ccccc21	13%
CCOC(=O)c1c(NC(=O)CN2CCOCC2)sc2c1CCN(C(=O)OCC)C2	5%
C=CCNC(=O)CN(c1ccc(OCC)cc1)S(=O)(=O)c1ccc(SC)cc1	0%
CCc1ccc(C2C(C(=O)OCCOC)=C(C)NC3=C2C(=O)CC(c2ccc(OC)cc2)C3)cc1 (centres undefined)	14%
O=S(=O)(N/N=C/c1cccs1)c1ccc(Cl)cc1	8%
Cc1c(NC(=O)c2ccco2)cccc1-c1nc2ccccc2s1	0%
Cc1ccc(OCC(=O)NCc2ccc3c(c2)OCO3)c(Br)c1	15%
COc1ccc(/C=C/C(=O)Nc2cccc(C(F)(F)F)c2)cc1Br	3%
O=C(Nc1ccccc1-c1ccccc1)C(c1ccccc1)c1ccccc1	13%
O=C1CC(Sc2ccccc2)C(=O)N1c1ccccc1 (centres undefined)	0%
COc1ccc(CCN2C(=O)CC(Cc3ccccc3)C2=O)cc1OC (centres undefined)	1%
Fc1ccc(OCCCCCCN2CCCC2)cc1	8%
COc1cc(C=Nc2ccc(C)c(F)c2)c([N+](=O)[O-])cc1OC	0%
COc1ccc(OC)c(/C=N/NC(=O)CN(c2cc(C)cc(C)c2)S(=O)(=O)c2ccc(OC)c(OC)c2)c1	4%
O=C(COc1cccc2ccccc12)Nc1ccncc1	14%
COc1ccc(C)cc1NCc1ccc(OC)c(C)c1OC	13%
Cc1nc([N+](=O)[O-])c(N2CCN(c3c([N+](=O)[O-])nc(C)n3Cc3ccccc3)CC2)n1Cc1ccccc1	0%
Cc1cccc(OCc2nnc(NC(=O)Nc3ccccc3)s2)c1	4%
O=C(Nc1ccc(NC(=O)c2ccc3ccccc3c2)cc1)c1ccccc1	22%
COc1ccc(/C=C2/SC(N3CCN(c4cccc(Cl)c4)CC3)=NC2=O)cc1	9%
O=C(NCc1ccccn1)c1ccccc1F	4%
CCOC(=O)c1cc(=O)c2c(F)c(F)c(F)c(F)c2o1	3%
O=C(CN1CCOCC1)Nc1ccc(-c2nc3cc(NC(=O)CN4CCOCC4)ccc3o2)cc1	2%
O=C1C(=Cc2ccc(Oc3ccc([N+](=O)[O-])cn3)cc2)C(=O)c2ccccc21	0%
CCCCC1=NN2C(=N)/C(=C/c3cccc(OS(C)(=O)=O)c3)C(=O)N=C2S1	3%
C=CCOc1ccc(/C=C2\C(=O)NC(C)=C2C(=O)OC)cc1OC	10%
Cc1ccccc1-n1c(C)cc(/C=N/NC(=O)c2ccc(CN3CCOCC3)cc2)c1C	2%

The list continues:
SMILES	RNase H inhibition
CC(=O)Nc1ccc(C(=O)Nc2ccc(Br)cc2)cc1	28%
COc1ccccc1CN1CCN(Cc2ccccc2C(F)(F)F)CC1	5%
CCCCNCCCCOc1ccc(C)cc1	9%
CNC(=O)C1COc2ccccc2O1 (centres undefined)	8%
COc1cccc(OC)c1OCCCCOc1c(Cl)cc(Cl)cc1Cl	6%
COc1ccccc1OCCOCCOc1ccc(C(=O)c2ccccc2)cc1	14%
N#CCCS(=O)(=O)c1cc(Cl)ccc1Cl	17%
N#C/C(=C\c1c[nH]c2ccccc12)C(=O)Nc1ccc([N+](=O)[O-])cc1	44%
Cn1c(O)c(C(c2cccnc2)c2c(O)n(C)c(=O)n(C)c2=O)c(=O)n(C)c1=O	11%
CC(C)(C)c1ccc(C(C)(C)C)c(O)c1O	15%
CC(C)(C)CC(C)(C)NC(=O)CSc1nc2ccccc2o1	7%
COC(=O)C1=C(C)NC(=S)NC1c1sccc1C (centres undefined)	0%
Oc1ccc(Br)cc1CN1CCN(Cc2c[nH]c3ccccc23)CC1	13%
COc1ccc(-c2nc(NC(=O)c3ccccc3)sc2-c2ccccc2)cc1	5%
CCc1ccccc1N1C(=O)/C(=C/c2cc(C)n(-c3cccnc3)c2C)C(=O)NC1=S	23%
CCc1ccc2c(c1)=C(c1[nH]c(=S)[nH]c1O)C(=O)N=2	1%
COc1ccc(N2C(=O)c3cccc4c(N5CCNCC5)ccc(c34)C2=O)cc1	11%
Cc1ccc(C(=O)Nc2ccc(-c3nc4cc(Cl)cc(Cl)c4o3)cc2)cc1	11%
Cc1ccc(C(=O)Nc2ccc(I)cc2)o1	0%
COc1ccc(C2NC(=S)NC(C)=C2C(=O)OCCOc2ccccc2)cc1 (centres undefined)	24%
NC(=O)c1ccccc1NC(=O)/C=C/C(=O)O	13%
C/C(=N\NC(=O)Cc1ccccc1)c1cccnc1	6%
COc1ccc(C2=CC(=CC(=Nc3ccc(C)cc3)c3ccccc3)C=C(c3ccc(OC)cc3)O2)cc1	32%
CCSCCOC(=O)C1=C(C)NC(=O)NC1c1cccc(Br)c1 (centres undefined)	4%
CCOc1cccc(C(=O)Nc2ccc(-c3nc4cc(Cl)ccc4o3)cc2)c1	44%
Cc1ccc2oc(-c3ccc(C)c(NC(=O)Cc4ccccc4)c3)nc2c1	18%
CCOC(=O)C(=CNc1cc(C)ccc1O)C(=O)OCC	18%
CCOc1ccccc1OCCCCNC(C)(C)C	9%
Cc1cccc(C)c1OCCN1CCCC1	0%
COc1ccc(C(=O)c2c(NC(C)=O)c(C#N)c(C)n2-c2ccccc2)cc1	5%

Entries above containing bromine:
SMILES	RNase H inhibition
Oc1ccc(Br)cc1-c1nc(-c2ccccc2)c(-c2cccs2)[nH]1	9%
CCOC(=O)C1=C(C)N=c2s/c(=C\c3cc(Br)c(O)c(OC)c3)c(=O)n2C1c1ccc(OC)cc1 (centres undefined)	3%
Cc1cc2c(cc1C)C(c1ccc(F)c(Br)c1)CC(=O)N2 (centres undefined)	42%
CCOc1ccc(C(=O)Nc2cccc(S(N)(=O)=O)c2)cc1Br	4%
Cc1cc(Cl)ccc1NC(=O)CCC(=O)N/N=C/c1cccc(Br)c1	11%
Cc1ccc(-c2nc3cc(Cl)ccc3o2)cc1N=Cc1cc(Br)cc(Br)c1O	0%
Cc1ccc(OCC(=O)NCc2ccc3c(c2)OCO3)c(Br)c1	15%
COc1ccc(/C=C/C(=O)Nc2cccc(C(F)(F)F)c2)cc1Br	3%
CC(=O)Nc1ccc(C(=O)Nc2ccc(Br)cc2)cc1	28%
Oc1ccc(Br)cc1CN1CCN(Cc2c[nH]c3ccccc23)CC1	13%
CCSCCOC(=O)C1=C(C)NC(=O)NC1c1cccc(Br)c1 (centres undefined)	4%

(further entries)
SMILES	RNase H inhibition
COCCOC(=O)C1=C(C)N=c2s/c(=C\c3ccccc3Cl)c(=O)n2C1c1ccc(OC)cc1 (centres undefined)	0%
CCCOC(=O)C1=C(C)NC2=C(C(=O)CC(c3ccccc3)C2)C1c1ccc(OCC)c(OC)c1 (centres undefined)	9%
COc1ccc2[nH]c(C)c(CCC(C)=O)c(=S)c2c1	11%
COc1ccc(/C=C2/SC(=S)N(CCC(=O)Nc3ccccn3)C2=O)cc1OC	6%

An excerpt. The share of hits here may be higher or lower than overall.
